Screening data from PubChem.
ALDH1A1 inh: inhibitors of human aldehyde dehydrogenase 1A1; Potency, µM (titrated, usually from 75.3 µM), for the others: at the top dose activity, negative = inhibition, most hits filed as inhibitors; Purified ALDH1A1, NADH fluorescence, propionaldehyde substrate; P00352; hit rate 7.3% among 220,000; active means well fitted inhibition curve with a large enough effect, not every such curve was filed as active; inconclusive means small, poorly fitted or top-dose-only effect, or another doubt; inactive means no such curve, though single readings can be large or run the other way;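 further: plate controls were no enzyme wells and a reference inhibitor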
Target sequence (P00352 whole entry, looked up): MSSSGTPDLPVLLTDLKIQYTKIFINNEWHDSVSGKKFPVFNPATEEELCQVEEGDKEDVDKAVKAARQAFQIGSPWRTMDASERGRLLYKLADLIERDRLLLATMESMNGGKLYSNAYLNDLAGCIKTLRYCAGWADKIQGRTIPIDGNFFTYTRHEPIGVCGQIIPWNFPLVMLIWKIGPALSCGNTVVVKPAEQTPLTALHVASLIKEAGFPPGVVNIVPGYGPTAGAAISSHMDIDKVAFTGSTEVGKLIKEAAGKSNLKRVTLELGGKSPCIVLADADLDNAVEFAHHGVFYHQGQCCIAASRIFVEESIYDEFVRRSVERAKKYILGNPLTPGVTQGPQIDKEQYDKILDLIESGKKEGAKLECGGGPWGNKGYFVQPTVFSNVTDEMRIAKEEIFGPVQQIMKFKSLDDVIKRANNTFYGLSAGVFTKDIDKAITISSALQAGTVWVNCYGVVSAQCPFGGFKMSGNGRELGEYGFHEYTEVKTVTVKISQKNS
NPSR antag: antagonists of human neuropeptide S receptor cAMP signaling; Q6W5P4; CHO-NPSR cells, cAMP TR-FRET, antagonist mode; Potency, µM (highest dose often 38.3 µM), inactives show at the top dose activity change, negative = inhibition, usual class: inhibitors; hit rate 1% among 220,000; AID 1461; further: on the % scale 0 is the no-effect control and ±100 the full control effect; nearly all actives have a fitted effect of over 50% in size; many of its hits are not listed in these tables
GAA glycogen: GAA glycogen-cleavage inhibition or activation; P10253; hit rate 0.38% among 300,000; Potency, µM (series often up to 76.4 µM), for inactives: at the top dose activity change, negative = inhibition, actives largely listed as inhibitors; recombinant GAA, glycogen substrate, Amplex Red glucose oxidase fluorescence;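 further: 0% = full enzyme reaction and -100% = no-enzyme basal signal; the screen sought inhibitors and activators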
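Natural-substrate format: glycogen cleavage by 4 nM human enzyme, glucose read by Amplex Red coupling (Ex 573, Em 610 nm). Normalized to enzyme and no-enzyme controls.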
GAA inh: alpha-glucosidase (human) inhibition; P10253; purified human GAA, 4-MU-alpha-glucoside fluorescence; Potency, µM (series often up to 76.9 µM), for the others: at the top dose activity change, negative = inhibition, most hits filed as inhibitors; hit rate 0.005% among 200,000; AID 1466;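 further: plate controls were uninhibited enzyme wells for no effect and no-enzyme background for full effect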
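Activity normalized between no-enzyme (basal) and enzyme-only wells. Conditions: 4 nM human enzyme, 400 uM fluorogenic substrate, citrate/phosphate pH 5.0 with Tween-20, 20 min room temperature, compounds up to 77 uM.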
aGlu spleen mod: inhibits or activates alpha-glucosidase in human spleen homogenate. hit rate 0.006% among 240,000. P10253. Potency, µM (titrated, usually from 79.9 µM), inactives show at the top dose activity change, negative = inhibition, most hits filed as inhibitors. human spleen homogenate, 4-MU-alpha-glucoside fluorescence;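 further: 0% = enzyme with vehicle and -100% = no enzyme basal signal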
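AC50 values come from Hill-equation fits of concentration-response data, normalized to no-enzyme and full-activity controls. Enzyme source: 1 ug human spleen homogenate; 1 mM fluorogenic 4-MU glucoside, pH 5.0 citrate buffer, 37 C, 40 min.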
aGal spleen mod: inhibitors or activators of human alpha-galactosidase in spleen homogenate; P06280; human spleen homogenate, 4MU-alpha-Gal fluorescence, 40 min; Potency, µM (highest dose often 80 µM), without a hit: top-dose activity change, negative = inhibition, actives largely listed as inhibitors; hit rate 0.008% among 240,000; AID 2107;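 further: 0% = enzyme with vehicle and -100% = no enzyme basal signal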
Target sequence (P06280 32-429 limits assumed): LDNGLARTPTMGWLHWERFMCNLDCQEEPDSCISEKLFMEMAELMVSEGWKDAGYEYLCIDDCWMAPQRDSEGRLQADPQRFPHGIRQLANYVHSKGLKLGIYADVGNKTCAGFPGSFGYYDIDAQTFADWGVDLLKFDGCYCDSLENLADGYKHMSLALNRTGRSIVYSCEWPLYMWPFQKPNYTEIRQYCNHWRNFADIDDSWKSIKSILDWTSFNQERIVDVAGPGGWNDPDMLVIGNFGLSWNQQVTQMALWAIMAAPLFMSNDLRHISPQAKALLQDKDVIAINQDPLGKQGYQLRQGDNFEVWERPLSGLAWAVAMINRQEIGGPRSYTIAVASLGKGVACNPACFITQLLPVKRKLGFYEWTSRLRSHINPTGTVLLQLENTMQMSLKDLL
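Human spleen homogenate (1 ug) was the enzyme source, with 4-methylumbelliferyl-alpha-D-galactopyranoside (1 mM final) in pH 5.0 citrate buffer with 0.01% Tween-20. Compounds were titrated; after 40 min at 37C, NaOH/glycine stop, 4-MU fluorescence read; AC50 from Hill fits.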
Tau fluor counter: counter-screen for tau fibril formation inhibitors | Potency, µM (series often up to 57.7 µM), without a hit: at the highest dose activity change, negative = decrease | tau K18 P301L (four-repeat tau fragment) Alexa594 fluorescence, heparin fibrillization | AID 1463 | hit rate 0.93% among 280,000; further: on the % scale 0 is the no-effect control and ±100 the full control effect; nearly all actives have a fitted effect of over 55% in size
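Human K18 P301L tau (15 uM unlabeled plus 0.24 uM Alexa 594-labeled, final) in 100 mM sodium acetate pH 7 was mixed with compound and 20 uM heparin and incubated 6 hr at 37 C.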
Epigenetic reg: epigenetic control regulation, reporter derepression | murine LDR cells, GFP reporter derepression, 30 h | Potency, µM (highest dose often 53.9 µM), without a hit: top-dose GFP activation, actives largely listed as activators | hit rate 0.2% among 280,000 | AID 1865; further: % of control where 0% means no effect; nearly all actives have a fitted effect of over 60% in size
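Reporter derepression read as number of fluorescent GFP-positive objects, 20-120 um in size, counted by laser-scanning cytometer. Mouse LDR line with an epigenetically silenced CMV-GFP locus; compound incubation 30 h, 37 C.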
Active calls of the source: *; [ ] = remark or other dose. Unless noted, the call rests on the fitted dose curve; in most records, active means well fitted curve in the direction sought with a large enough effect; inconclusive means small, poorly fitted or top-dose-only effect, or another doubt; inactive means no such curve, though single readings can be large; an effect the other way counts as inactive or inconclusive. Potency means the concentration at half of the fitted maximal effect. Not all compounds are listed. The share of hits here may be higher or lower than overall.

Screening COC(=O)c1cc2c(ccn2-c2ccc(F)cc2)n1Cc1cccc(OC)c1 returned ALDH1A1 inh inconclusive, NPSR antag -30%, GAA glycogen 7%, GAA inh 0%, aGlu spleen mod -6%, aGal spleen mod 0%, Tau fluor counter -29% and Epigenetic reg -1.0%.
COC(=O)c1[nH]c2ccc(Br)cc2c1NC(=O)CN1CCCc2ccccc21 was read as ALDH1A1 inh -15%, NPSR antag -28%[46.1 µM], GAA glycogen 2%, GAA inh 2%, aGlu spleen mod -12%, aGal spleen mod -5%, Tau fluor counter 5µM*[quencher] and Epigenetic reg 15%.
Screening CCC(CC)C(=O)Nc1cccc(C(=O)N2CCCC2)c1 returned ALDH1A1 inh 4%, NPSR antag -4%[46.1 µM], GAA glycogen 6%, GAA inh -7%, aGlu spleen mod 0%, aGal spleen mod 3%, Tau fluor counter 7% and Epigenetic reg 0.0%.
Screening O=[N+]([O-])c1ccc(O)c(C(C#Cc2ccccc2)N2CCOCC2)c1 (configuration not stated) returned NPSR antag -23%, GAA glycogen -2%, aGlu spleen mod 12%, aGal spleen mod 4%, Tau fluor counter -27% and Epigenetic reg 0.0%.
For Cc1ccc(Cl)cc1Nc1nc(-c2sc(NC(=O)c3cccc(Cl)c3)nc2C)cs1 the results were ALDH1A1 inh inconclusive, NPSR antag -9%[46.1 µM], GAA glycogen -6%, GAA inh 9%, aGlu spleen mod 2%, aGal spleen mod 3%, Tau fluor counter inconclusive and Epigenetic reg 0.0%.
For COc1ccc2c(c1)c(C(=O)CN1CCN(C(=O)c3ccco3)CC1)c(C)n2C the results were ALDH1A1 inh inconclusive, NPSR antag -5%[46.1 µM], GAA glycogen -16%, GAA inh 0%, aGlu spleen mod 4%, aGal spleen mod 4%, Tau fluor counter 3% and Epigenetic reg -0.5%.
`O=C(c1ccc(-c2nc3ccccc3s2)s1)N1CCOCC1` gave ALDH1A1 inh inconclusive, NPSR antag -11%, GAA glycogen -2%, GAA inh -3%, aGlu spleen mod -8%, aGal spleen mod 11%, Tau fluor counter -7% and Epigenetic reg -6.2%.
Cc1ccc2c(c1)c(C)c(C)n2CC(O)CN1CCCCC1C (configuration not stated) was read as ALDH1A1 inh 13%, NPSR antag inconclusive, GAA glycogen -23%, GAA inh -9%, aGlu spleen mod -6%, aGal spleen mod 2%, Tau fluor counter -13% and Epigenetic reg -0.2%.
For Cc1ccc(-c2nnc(Nc3ccc4c(c3)OCO4)c3ccccc23)cc1S(=O)(=O)NCCO the results were ALDH1A1 inh 7%, NPSR antag -4%, GAA glycogen -13%, GAA inh inconclusive, aGlu spleen mod -9%, aGal spleen mod -11%, Tau fluor counter inconclusive and Epigenetic reg -0.9%.
`COc1ccc2c(c1OC)C(=O)N1N=C(c3ccc(F)cc3)CC21` (configuration not stated) gave ALDH1A1 inh inconclusive, NPSR antag -17%, GAA glycogen 11%, GAA inh 2%, aGlu spleen mod 4%, aGal spleen mod 1%, Tau fluor counter -1% and Epigenetic reg -4.6%.
For CC(C)(C)N=C1C([N+](=O)[O-])=CC=C2C1=NC1(CCCCC1)N2O the results were ALDH1A1 inh -5%, NPSR antag -50%, GAA glycogen 3%, GAA inh 5%, aGlu spleen mod 3%, aGal spleen mod -18%, Tau fluor counter -5% and Epigenetic reg 0.0%.
CC(=O)Nc1ccc(S(=O)(=O)NC(CC(=O)NCCCN2CCOCC2)C(C)C)cc1 (configuration not stated) was read as ALDH1A1 inh 2%, NPSR antag 4%[46.1 µM], GAA glycogen 5%, GAA inh -1%, aGlu spleen mod -10%, aGal spleen mod -8%, Tau fluor counter -1% and Epigenetic reg -1.3%.
CSCCC(NC(=O)COc1ccccc1)C(=O)N1CCN(c2ccccc2F)CC1 (configuration not stated) was read as ALDH1A1 inh 4%, NPSR antag -20%[46.1 µM], GAA glycogen 5%, GAA inh 3%, aGlu spleen mod -12%, aGal spleen mod 2%, Tau fluor counter 2% and Epigenetic reg -0.4%.
`CCOc1ccc(S(=O)(=O)NCCC(=O)OCC(=O)N2CC(=O)Nc3ccccc32)cc1` gave ALDH1A1 inh inconclusive, NPSR antag 11%, GAA glycogen 1%, GAA inh -13%, aGlu spleen mod 1%, aGal spleen mod 2%, Tau fluor counter -2% and Epigenetic reg -1.4%.
For Cc1nn(Cc2c(Cl)cccc2Cl)c(C)c1NC(=O)Cn1nc([N+](=O)[O-])c(Cl)c1C the results were ALDH1A1 inh 5%, NPSR antag 12%, GAA glycogen 1%, GAA inh -7%, aGlu spleen mod 2%, aGal spleen mod 9%, Tau fluor counter -10% and Epigenetic reg -1.0%.
For CO[C@H]1COC(=O)[C@H](Cc2ccccc2)NC(=O)C/C=C\[C@@H](C)[C@H](OC)COC(=O)C/C=C\[C@@H]1C the results were ALDH1A1 inh -4%[13.5 µM], aGlu spleen mod 5%[17.4 µM], aGal spleen mod -8%[17.5 µM], Tau fluor counter -1%[11.6 µM] and Epigenetic reg 0.0%[10.1 µM].
Screening COc1cc2c(cc1OC)C(C)N(C(=O)c1c(C)noc1C)CC2 (configuration not stated) returned ALDH1A1 inh -1%, NPSR antag -1%, GAA glycogen 1%, GAA inh -5%, aGlu spleen mod -2%, aGal spleen mod 0%, Tau fluor counter -6% and Epigenetic reg 3.2%.
C=C1C(=O)C=C[C@]2(C)C[C@@H]3OC(=O)[C@](C)(O)[C@H]3C[C@@H]12 was read as NPSR antag -39%, GAA glycogen 5%, aGlu spleen mod 6%, aGal spleen mod 10%, Tau fluor counter -17% and Epigenetic reg inconclusive.
Cc1ccc(CNC(=O)c2sccc2-n2cccc2)cc1 was read as ALDH1A1 inh inconclusive, NPSR antag -14%[46.1 µM], GAA glycogen 1%, GAA inh -2%, aGlu spleen mod -13%, aGal spleen mod 4%, Tau fluor counter -16% and Epigenetic reg -1.8%.
`COc1ccccc1C1CCN(c2ccc([N+](=O)[O-])c(OC)c2)CC1` gave ALDH1A1 inh 1%, NPSR antag 41%, GAA glycogen -6%, GAA inh -3%[15.4 µM], aGlu spleen mod -5%, aGal spleen mod -7%, Tau fluor counter inconclusive and Epigenetic reg 0.5%.

Next part, starting with the last four of the part before.
Screening COc1cc2c(cc1OC)C(C)N(C(=O)c1c(C)noc1C)CC2 (configuration not stated) returned ALDH1A1 inh -1%, NPSR antag -1%, GAA glycogen 1%, GAA inh -5%, aGlu spleen mod -2%, aGal spleen mod 0%, Tau fluor counter -6% and Epigenetic reg 3.2%.
C=C1C(=O)C=C[C@]2(C)C[C@@H]3OC(=O)[C@](C)(O)[C@H]3C[C@@H]12 was read as NPSR antag -39%, GAA glycogen 5%, aGlu spleen mod 6%, aGal spleen mod 10%, Tau fluor counter -17% and Epigenetic reg inconclusive.
Cc1ccc(CNC(=O)c2sccc2-n2cccc2)cc1 was read as ALDH1A1 inh inconclusive, NPSR antag -14%[46.1 µM], GAA glycogen 1%, GAA inh -2%, aGlu spleen mod -13%, aGal spleen mod 4%, Tau fluor counter -16% and Epigenetic reg -1.8%.
`COc1ccccc1C1CCN(c2ccc([N+](=O)[O-])c(OC)c2)CC1` gave ALDH1A1 inh 1%, NPSR antag 41%, GAA glycogen -6%, GAA inh -3%[15.4 µM], aGlu spleen mod -5%, aGal spleen mod -7%, Tau fluor counter inconclusive and Epigenetic reg 0.5%.
Screening CNc1oc(/C=C/c2ccccc2)nc1C#N returned ALDH1A1 inh inconclusive, NPSR antag -24%, GAA glycogen 7%, GAA inh inconclusive, aGlu spleen mod inconclusive, aGal spleen mod inconclusive, Tau fluor counter -20% and Epigenetic reg -2.2%.
CC1(C)CC(=O)C=C(NC2CCCCCCC2)C1 was read as ALDH1A1 inh 1%, NPSR antag inconclusive, GAA glycogen 1%, GAA inh 8%, aGlu spleen mod -4%, aGal spleen mod -9%, Tau fluor counter -1% and Epigenetic reg 1.2%.
For CCOC(=O)c1cnc(SCC(=O)Nc2ccc(N3CCOCC3)c(Cl)c2)nc1N the results were ALDH1A1 inh 16%, NPSR antag -19%[46.1 µM], GAA glycogen -6%, GAA inh inconclusive, aGlu spleen mod -5%, aGal spleen mod 7%, Tau fluor counter -23% and Epigenetic reg 0.8%.
CCCOc1ccccc1NC(=O)c1ccc([N+](=O)[O-])cc1 was read as ALDH1A1 inh -7%, NPSR antag -16%, GAA glycogen 11%, GAA inh -4%, aGlu spleen mod 1%, aGal spleen mod -4%, Tau fluor counter -14% and Epigenetic reg 1.3%.
Screening COC(=O)C1(C(O)C(=O)c2ccc(C)cc2C)CCCCC1 (configuration not stated) returned ALDH1A1 inh 4%, NPSR antag 1%[46.1 µM], GAA glycogen 5%, GAA inh -9%, aGlu spleen mod -12%, aGal spleen mod -4%, Tau fluor counter -5% and Epigenetic reg -0.9%.
`O=C(COC(=O)CCC(=O)c1cccs1)Nc1ncc(Cl)cc1Cl` gave ALDH1A1 inh 6%, NPSR antag 14%, GAA glycogen -6%, GAA inh -2%, aGlu spleen mod -7%, aGal spleen mod 0%, Tau fluor counter -14% and Epigenetic reg 0.0%.
Screening Cc1ccc(-n2c(C)nn(CC3CC3)c2=O)cc1 returned ALDH1A1 inh 9%, NPSR antag 16%, GAA glycogen 3%, GAA inh -6%, aGlu spleen mod -2%, aGal spleen mod -7%, Tau fluor counter 3% and Epigenetic reg -0.1%.
For CC1=CC(C)(C)N2C(=O)C3(NCCc4c3[nH]c3ccccc43)c3cccc1c32 (configuration not stated) the results were ALDH1A1 inh 5%, NPSR antag 22%, GAA glycogen -18%, GAA inh -6%, aGlu spleen mod -6%, aGal spleen mod 5%, Tau fluor counter -23% and Epigenetic reg -0.5%.
COc1ccccc1Oc1c(C)oc2c(CN3CCN(C)CC3)c(O)ccc2c1=O was read as ALDH1A1 inh inconclusive, NPSR antag 6%[46.1 µM], GAA glycogen -8%, GAA inh -3%, aGlu spleen mod -11%, aGal spleen mod -2%, Tau fluor counter -5% and Epigenetic reg 1.1%.
Cc1cc(NC(=O)/C=C/C(=O)N(CC(=O)NC2CCCC2)c2ccc(F)cc2)no1 was read as ALDH1A1 inh 2%, NPSR antag -14%, GAA glycogen 0%, GAA inh 14%, aGlu spleen mod 3%, aGal spleen mod 5%, Tau fluor counter -1% and Epigenetic reg 0.0%.
